Efflux pump inh – antifungal efflux pump inhibition, Nile Red retention; S. cerevisiae Candida pump triplex; inhibition, % at 10 µM; actives 0.44% (n = 330,000); AID 485275;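 active means plate passing quality check with inhibition over a set limit, or well fluorescence over plate mean plus 4 SD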;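 further: Nile Red retained in pooled yeast measured as flow cytometry median fluorescence; 0% = buffer negative control and 100% = Enniatin B positive control; higher means more Nile Red kept so more efflux inhibition; some compounds called inactive have numbers as strong as hits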
MEX-5 binding – C. elegans MEX-5 TCR-2 RNA binding activity. Q9XUB2. MEX-5/FITC-TCR2 RNA binding, fluorescence polarization; stronger effect = lower value. activity score (negative = inhibition of binding), % at 10 µM. actives 0.38% (n = 300,000). AID 1832;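 active means inhibition past about -25% in most replicates, and total fluorescence under double the plate's negative control median, limit read from the data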;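 further: 0% = DMSO and -100% = 5 µM competing unlabeled TCR2 RNA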
CR mimetic SO – yeast age-related superoxide inhibition as caloric restriction mimetic; superoxide response (% of plate mean), % at 10 µM; AID 2690; actives 0.18% (n = 330,000); S. cerevisiae aged cells, superoxide DHE fluorescence; stronger effect = lower value;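 active means superoxide response under a set limit, about three screen SD below normal, cut at about 65% in these data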;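 further: yeast aged for seven days with compound at 30 °C before DHE staining; 100% = average MFI of all compound-treated wells on the plate with controls excluded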
GLD-1 RNA inh – GLD-1-TGE RNA interaction inhibition (C. elegans). Q17339. purified GLD-1 + fluorescein TGE RNA, fluorescence polarization. inhibition, % at 5.96 µM. actives 0.44% (n = 320,000);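 active means percent inhibition above a per-plate cutoff, the plate mean of test compounds plus 3 SD, cut at about 30% in these data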;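 further: 0% = DMSO wells with GLD-1 and probe and 100% = wells lacking GLD-1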
ZTA counter – counter-screen for EBNA-1 inhibitors: inhibitors of Epstein-Barr virus ZTA | AID 2234 | inhibition, % at 11 µM | P03206 | ZTA-DNA binding, fluorescence polarization | actives 0.15% (n = 320,000); in the data active means inhibition above about 33%
Target sequence (P03206 whole entry, looked up): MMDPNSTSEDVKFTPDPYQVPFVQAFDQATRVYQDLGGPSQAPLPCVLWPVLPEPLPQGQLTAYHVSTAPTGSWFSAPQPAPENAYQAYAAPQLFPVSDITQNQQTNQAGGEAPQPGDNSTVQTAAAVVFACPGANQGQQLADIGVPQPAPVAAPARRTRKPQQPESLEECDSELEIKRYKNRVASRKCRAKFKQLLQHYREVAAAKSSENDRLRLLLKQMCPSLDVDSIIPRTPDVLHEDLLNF
BCLXL inh – inhibitors of human Bcl-xL. GST-Bcl-xL / FITC-Bim BH3 peptide fluorescence polarization. AID 2129. Q07817. actives 0.7% (n = 320,000). inhibition, % at 10.9 µM;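 active means inhibition above the mean of all tested compounds plus 3 SD, cutoff set per campaign, cut at about 30% in these data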;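 further: 0% = DMSO wells and 100% = unlabeled Bim-BH3 peptide competitor; inhibitors lower millipolarization by displacing the labeled peptide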
Target sequence (Q07817 whole entry, looked up): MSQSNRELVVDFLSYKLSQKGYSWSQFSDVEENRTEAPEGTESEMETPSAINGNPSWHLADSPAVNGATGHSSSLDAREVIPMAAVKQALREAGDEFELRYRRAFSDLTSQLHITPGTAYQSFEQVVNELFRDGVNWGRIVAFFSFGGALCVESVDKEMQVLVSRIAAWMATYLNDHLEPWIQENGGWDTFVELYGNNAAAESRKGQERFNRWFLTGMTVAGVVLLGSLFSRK
EBNA-1 inh – blocks EBNA-1 binding to DNA; EBNA-1 DNA binding, fluorescence polarization; inhibition, % at 14.8 µM; actives 0.34% (n = 300,000); AID 1950; in the data active means inhibition above about 28%
Fam108B inh – Fam108B inhibition, counter-screen for RBBP9 inhibitors; recombinant Fam108B, FP-Rh probe fluorescence polarization; inhibition, % at 9.51 µM; actives 0.33% (n = 300,000);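 active means inhibition above the screen mean inhibition plus 3 SD, computed separately per campaign, cut at about 18% in these data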;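 further: inhibitors lower polarization as less probe binds the enzyme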
MCL1-BIM inh – inhibitors of human MCL1 binding to BIM-BH3 peptide. Q07820. GST-MCL1 / FITC-Bim-BH3 fluorescence polarization. inhibition, % at 10.9 µM. actives 0.68% (n = 320,000). AID 2057;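 active means inhibition above the mean inhibition of all tested compounds plus 3 SD, set per campaign, cut at about 40% in these data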;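 further: 0% = DMSO wells and 100% = unlabeled Bim-BH3 peptide control; higher means more loss of mP so more displacement of Bim peptide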
Target sequence (Q07820 whole entry, looked up): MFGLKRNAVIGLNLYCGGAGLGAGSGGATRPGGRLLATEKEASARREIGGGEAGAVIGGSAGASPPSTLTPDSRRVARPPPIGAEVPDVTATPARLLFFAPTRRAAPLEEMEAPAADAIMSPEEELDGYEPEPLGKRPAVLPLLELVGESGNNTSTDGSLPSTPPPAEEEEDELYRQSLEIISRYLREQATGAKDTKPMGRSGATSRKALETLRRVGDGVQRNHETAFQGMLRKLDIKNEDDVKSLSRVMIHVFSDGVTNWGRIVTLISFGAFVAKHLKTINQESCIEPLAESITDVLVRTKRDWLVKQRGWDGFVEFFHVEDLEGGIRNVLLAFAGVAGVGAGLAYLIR
* marks the source's active call; other numbers are inactive results; & = joins results of further samples. Some of the compounds tested. The share of hits here may be higher or lower than overall.

SMILES	Efflux pump inh	MEX-5 binding	CR mimetic SO	GLD-1 RNA inh	ZTA counter	BCLXL inh	EBNA-1 inh	Fam108B inh	MCL1-BIM inh
O=C(NCc1ccc(C(=O)N2CCC3(CC2)OCCO3)cc1)c1ccc2c(c1)OCO2	-0.3	-1.0	84	7	0	1	-4	2	-2
COC(=O)C(O)(c1ccc(N(C)C(=O)c2cccs2)cc1)C(F)(F)F (configuration not stated)	0.2	0.4	113	1	-1	9	5	4	15
CCCCN(Cc1ccccc1)C1CCN(CCc2ccccc2)CC1	0.2	1.2	103	5	10	14	5	-4	7
O=C1N(c2ccccc2)C(c2cccnc2)N2CCCN12 (configuration not stated)	0.0	1.0	93	-2	9	5	9	-1	9
C=CCn1c(O)c(/C=N/N2CCOCC2)c(=O)[nH]c1=S	-0.1	-2.0	78	-6	-6	2	4	0	7
O=C(CN1C(=O)COc2ccccc21)N1CCC2(CC1)OCCO2	-0.2	2.3	92	3	-13	3	3	2	5
O=C1NC(=O)N(Cc2ccco2)C(=O)/C1=C/C=C/c1ccco1	0.1	8.0	99	-1	35*	0	12	3	-7
CN1CCc2c([nH]c3ccccc23)C1	0.0	1.5	105	3	4	-8	-7	-3	-6
COc1ccc(Br)cc1CN1CCN(C(=O)Cc2ccccc2)CC1	0.2	2.2	115	3	-9	8	-9	4	9
CCc1cccc(CC)c1NC(=S)N1CC2CC(C1)c1cccc(=O)n1C2 (configuration not stated)	0.0	0.5	101	0	6	5	9	-3	9
C[C@]12CC[C@H](OS(=O)(=O)O)CC1=CC[C@@H]1[C@@H]2CC[C@]2(C)C(=O)CC[C@@H]12	0.0&-0.3	1.5&-2.1	121&95	12&-3	8&-15	2&2	-8&4	-5&-4	2&5
CC(Cc1ccccc1)NCC(=O)Nc1cc(N(C)C)nc2ccccc12 (configuration not stated)	0.1	-1.6	101	7	-11	1	-11	-3	7
COC(=O)[C@@H](N)CCCN=C(N)N[N+](=O)[O-]	0.1	-0.5	108	4	9	7	5	-1	4
CN(C)CP(=O)(Nc1ccccc1)N(C)C (configuration not stated)	0.0	0.8	104	-8	8	3	2	0	1
Cc1onc(-c2c(Cl)cccc2Cl)c1C(=O)Nc1ccc2c(C(F)(F)F)cc(=O)oc2c1	0.0	-0.3	106	0	10	9	3	-1	2
S=C1CN=C(c2ccccc2Cl)c2cc(Cl)ccc2N1	0.2	-1.2	97	-10	5	6	2	1	15
CCCNS(=O)(=O)c1ccc(OCC(=O)N2CCN(Cc3ccc4c(c3)OCO4)CC2)cc1	0.1	-0.1	98	2	1	7	-3	-2	12
Cc1ccccc1-n1c(O)c(/C=N/Nc2nc3c(c(=O)n(C)c(=O)n3C)n2C)c(=O)[nH]c1=S	-0.1	-14	104	-1	-12	-7	-1	-1	-13
COC(=O)C(O)(c1ccc2c(c1)CCCN2)C(F)(F)F (configuration not stated)	0.1	-0.8	121	3	0	0	8	-2	1
CC[n+]1c(/C=C/C=C/c2ccc(N(C)C)cc2)sc2ccccc21	9.9*	-28*	98	-8	164*	0	105*	-46	0
CC(C)C(C)(NC(=O)c1cccn(Cc2ccc3c(c2)OC(F)(F)O3)c1=O)C(N)=O (configuration not stated)	0.0	0.0	95	2	-1	6	6	2	7
CNCC(O)c1cc(F)c(OCc2ccccc2)c(OCc2ccccc2)c1F (configuration not stated)	0.0	2.5	94	-5	5	2	3	2	6
Nc1c(C(=O)NCc2ccco2)c2nc3ccccc3nc2n1CCN1CCCCC1	0.1	-4.4	111	-8	-2	8	-8	-9	-2
CC(C)c1ccccc1OCC(=O)N1CCCN(C)CC1	2.2	-0.5	93	5	-4	-1	-7	0	3

In another format: entries from further up.
Compound,Efflux pump inh,MEX-5 binding,CR mimetic SO,GLD-1 RNA inh,ZTA counter,BCLXL inh,EBNA-1 inh,Fam108B inh,MCL1-BIM inh
CCCNS(=O)(=O)c1ccc(OCC(=O)N2CCN(Cc3ccc4c(c3)OCO4)CC2)cc1,0.1,-0.1,98,2,1,7,-3,-2,12
Cc1ccccc1-n1c(O)c(/C=N/Nc2nc3c(c(=O)n(C)c(=O)n3C)n2C)c(=O)[nH]c1=S,-0.1,-14,104,-1,-12,-7,-1,-1,-13
COC(=O)C(O)(c1ccc2c(c1)CCCN2)C(F)(F)F (configuration not stated),0.1,-0.8,121,3,0,0,8,-2,1
CC[n+]1c(/C=C/C=C/c2ccc(N(C)C)cc2)sc2ccccc21,9.9*,-28*,98,-8,164*,0,105*,-46,0

Remaining list, next part.
SMILES	Efflux pump inh	MEX-5 binding	CR mimetic SO	GLD-1 RNA inh	ZTA counter	BCLXL inh	EBNA-1 inh	Fam108B inh	MCL1-BIM inh
COCc1ccc(CN2CCCC(C(=O)c3sccc3C)C2)o1 (configuration not stated)	0.0	2.8	96	2	4	7	10	0	0
C=C1C/C(=C/C)C(=O)O[C@@H]2CCN3CC=C(COC(=O)[C@]1(C)O)[C@H]23	0.1	0.9	102	5	-1	-2	-14	-5	-6
CCNc1nc(NC(C)(C)C)nc(SC)n1	0.0	-3.2	129	0	-1	4	-3	0	2
CC(C)N1CCN(Cc2cccc([N+](=O)[O-])c2)CC1	-0.1	-0.3	120	4	1	1	-11	-4	-7
Cc1nn(-c2ccccc2)c2c1C(c1ccc3c(c1)OCO3)SCC(=O)N2 (configuration not stated)	0.0	-1.6	118	-6	-3	3	-6	-4	4
CC(=O)NC(=O)NC(C)Cc1ccccc1 (configuration not stated)	0.0	3.5	102	1	13	8	8	-3	10
O=P1(Nc2ccc(F)cc2)COc2ccccc2OC1	-0.1	1.4	142	-8	-8	2	7	-1	7
Cc1ccc2nsnc2c1-n1c(C)nc2ccccc2c1=O	0.4	-0.2	110	10	-9	-9	-7	-3	-16
O=C(c1ccc(Cl)cc1)C1CCCN(Cc2ccc3ncccc3c2)C1 (configuration not stated)	-0.1	2.8	95	0	5	4	2	-2	3
C=CCn1c(O)c(C(CC)=Nc2ccccc2NC(C)=O)c(=O)[nH]c1=O	0.0	-1.5	125	3	-4	-4	14	3	-2
O=C(Cn1c(=O)n(CC2CS2)c2ccccc21)N1CCCCC1 (configuration not stated)	-0.1	1.2	90	-2	5	7	-9	-3	0
CN1C(=O)NC(=O)/C(=C\c2ccc([N+](=O)[O-])o2)C1=O	0.1	-61*	94	23	6	39*	-6	5	39

Reprinted at random: two records from the list, in no set order.
SMILES	Efflux pump inh	MEX-5 binding	CR mimetic SO	GLD-1 RNA inh	ZTA counter	BCLXL inh	EBNA-1 inh	Fam108B inh	MCL1-BIM inh
CC(C)N1CCN(Cc2cccc([N+](=O)[O-])c2)CC1	-0.1	-0.3	120	4	1	1	-11	-4	-7
CC(=O)NC(=O)NC(C)Cc1ccccc1 (configuration not stated)	0.0	3.5	102	1	13	8	8	-3	10

Other structures follow.
SMILES	Efflux pump inh	MEX-5 binding	CR mimetic SO	GLD-1 RNA inh	ZTA counter	BCLXL inh	EBNA-1 inh	Fam108B inh	MCL1-BIM inh
O=C(Nc1cccc(OC(=O)N2CCCCC2)c1)N1CCCCC1	0.3	0.5	98	1	-4	5	-6	2	9
OC(CCNCCc1c[nH]c2ccccc12)C(F)(F)F (configuration not stated)	-0.1	2.9	90	4	0	3	16	0	9
Cc1ccc(OCC(=O)N2CCCC(N3CCN(c4ccc(F)cc4)CC3)C2)cc1 (configuration not stated)	0.1	-1.0	96	-1	15	9	6	-2	6
COc1cccc(CNC2CN3CCC2CC3)c1OC (configuration not stated)	0.0	-0.6	87	6	5	-10	1	2	-11
CCCC(=O)C1C(=O)NC(=O)NC1=O	0.1	4.4	122	-5	0	-6	-13	-1	-7
Nc1c(C(=O)NC2CCCC2)c2nc3ccccc3nc2n1CC1CCCO1 (configuration not stated)	0.0	-4.9	106	10	2	2	-5	4	-1
CNC(C(=O)c1ccccc1)C(OC(C)=O)c1cccc([N+](=O)[O-])c1 (configuration not stated)	-0.1	-0.2	97	-1	6	9	5	-4	1
CC(C)NS(=O)(=O)c1ccc(OCC(=O)N2CCN(Cc3ccccc3)CC2)cc1	0.0	-0.3	92	0	-5	4	8	0	1
O=C(Nc1ccc(OC(=O)N2CCCCC2)cc1)N1CCOCC1	0.0	-0.6	98	2	9	-1	-5	3	6
COc1ccccc1C1C([N+](=O)[O-])=C(N)Oc2c1c(=O)oc1ccccc21 (configuration not stated)	0.1	0.2	98	2	-5	0	-1	-3	-3
CCC(=NC1CCN(Cc2ccccc2)CC1)c1c(O)[nH]c(=O)[nH]c1=O	0.2	-0.9	101	7	19	5	1	-2	5
Cc1ccc(-c2nc3ccccc3c(=O)n2-c2ncccc2C)cc1	0.1	1.1	119	2	-15	-1	1	-2	-3
O=C(COc1ccc(S(=O)(=O)N2CCOCC2)cc1)N1CCN(Cc2ccc3c(c2)OCO3)CC1	0.0	-0.7	95	0	-4	2	8	-1	3
CCC(CO)(C(=O)OC1CC2CCC(C1)N2C)c1ccccc1 (configuration not stated)	0.0	0.3	92	3	-19	5	-3	1	12
O=C(/C=C/c1c[nH]c2ccccc12)c1c(O)n(CCc2ccccc2)c(=O)[nH]c1=O	0.0	-4.3	94	-70	3	-91	5	-17	-139
CCCCN1C(=O)NC(=O)C2(Cc3ccccc3N3CCOCC32)C1=O (configuration not stated)	0.0	3.2	102	-2	13	6	1	2	1

Reformatted: entries from further up
Structure | Efflux pump inh | MEX-5 binding | CR mimetic SO | GLD-1 RNA inh | ZTA counter | BCLXL inh | EBNA-1 inh | Fam108B inh | MCL1-BIM inh
O=C(/C=C/c1c[nH]c2ccccc12)c1c(O)n(CCc2ccccc2)c(=O)[nH]c1=O | 0.0 | -4.3 | 94 | -70 | 3 | -91 | 5 | -17 | -139
CCC(CO)(C(=O)OC1CC2CCC(C1)N2C)c1ccccc1 (configuration not stated) | 0.0 | 0.3 | 92 | 3 | -19 | 5 | -3 | 1 | 12

Sorted by number of heavy atoms (lowest first): some entries from above.
SMILES	Efflux pump inh	MEX-5 binding	CR mimetic SO	GLD-1 RNA inh	ZTA counter	BCLXL inh	EBNA-1 inh	Fam108B inh	MCL1-BIM inh
CN(C)CP(=O)(Nc1ccccc1)N(C)C (configuration not stated)	0.0	0.8	104	-8	8	3	2	0	1
C=CCn1c(O)c(/C=N/N2CCOCC2)c(=O)[nH]c1=S	-0.1	-2.0	78	-6	-6	2	4	0	7
O=C(Cn1c(=O)n(CC2CS2)c2ccccc21)N1CCCCC1 (configuration not stated)	-0.1	1.2	90	-2	5	7	-9	-3	0
CCCCN(Cc1ccccc1)C1CCN(CCc2ccccc2)CC1	0.2	1.2	103	5	10	14	5	-4	7

Source: PubChem BioAssay (several laboratories)
